Compound activity (PubChem)
G9a inh: inhibitors of human histone lysine methyltransferase G9a; Q96KQ7; G9a H3K9 monomethylation, AlphaScreen, 2 h; Potency, µM (titrated, usually from 102 µM), inactives show at the highest dose activity, negative = inhibition, most hits filed as inhibitors; 350,000 compounds, 8.8% hits; further: potency means the concentration at half of the fitted maximal effect; on the % scale 0 is the no-effect control and ±100 the full control effect; nearly all actives have a fitted effect of over 75% in size
Target sequence (Q96KQ7 913-1193 limits assumed): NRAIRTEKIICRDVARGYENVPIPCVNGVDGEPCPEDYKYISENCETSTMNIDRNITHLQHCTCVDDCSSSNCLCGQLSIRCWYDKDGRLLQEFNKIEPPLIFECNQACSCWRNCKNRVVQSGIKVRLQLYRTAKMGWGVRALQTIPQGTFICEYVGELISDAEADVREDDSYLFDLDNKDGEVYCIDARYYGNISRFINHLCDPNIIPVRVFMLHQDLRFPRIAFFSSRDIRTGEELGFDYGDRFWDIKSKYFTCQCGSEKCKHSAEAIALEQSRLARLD
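AlphaScreen read-out: biotin-H3K9 peptide (500 nM) methylation by 20 nM enzyme with 20 uM SAM, 2 h at room temperature after 15 min compound preincubation; anti-monomethyl H3K9 antibody plus donor/acceptor beads, 10 min dark.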
HP1b chromo inh: HP1-beta chromodomain-methylated histone interaction inhibition | P83916 | AlphaScreen HP1-beta / biotin-H3K9me3 peptide binding | Potency, µM (highest dose often 114 µM), for inactives: at the highest dose activity change, negative = inhibition, usual class: inhibitors | 390,000 compounds, 0.56% hits; further: potency means the concentration at half of the fitted maximal effect; nearly all actives have a fitted effect of over 70% in size; inactives centre near 23
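AlphaScreen: HP1-beta (50 nM) preformed 30 min with biotin-H3(1-18)K9me3 peptide (50 nM) in PBS pH 7.4, 0.01% Tween-20. Compound added for 30 min at RT, then streptavidin donor/nickel chelate acceptor beads (10 ug/mL) for 30 min.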
PGK inhibitor: blocks T. brucei phosphoglycerate kinase; P07378; PGK/GAPDH coupled, Kinase-Glo luminescence, 60 min; Potency, µM (doses to about 57.5 µM), for the others: at the highest dose activity change, negative = inhibition, usual class: inhibitors; 380,000 compounds, 0.043% hits; AID 602233; further: potency means the concentration at half of the fitted maximal effect; on the % scale 0 is the no-effect control and ±100 the full control effect; nearly all actives have a fitted effect of over 60% in size
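Recombinant glycosomal PGK reaction used 1,3-bisphosphoglycerate generated in-well by GAPDH (100nM final) in 100mM TEA pH 7.6, 5mM MgCl2, 0.01% Tween-20. After 60 minutes at room temperature, ATP was read by Kinase-Glo Plus luminescence end-point.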
Pin1 inhibitor: blocks the human prolyl isomerase Pin1; Pin1 FP peptide displacement, HiFluor488, 10 min; Potency, µM (titrated, usually from 115 µM), without a hit: at the top dose activity, negative = inhibition, hits mostly inhibitors; 390,000 compounds, 0.009% hits; AID 504891; active means well fitted inhibition curve with a large enough effect in the polarisation, with a control signal flat, not every such curve was filed as active; inconclusive means small, poorly fitted or top-dose-only effect, or effect the other way, or a change in a side signal; inactive means no such curve, though single readings can be large or run the other way; the % refers to the polarisation; further: potency means the concentration at half of the fitted maximal effect; on the % scale 0 is the no-effect control and ±100 the full control effect
Target sequence (Q13526 whole entry, looked up): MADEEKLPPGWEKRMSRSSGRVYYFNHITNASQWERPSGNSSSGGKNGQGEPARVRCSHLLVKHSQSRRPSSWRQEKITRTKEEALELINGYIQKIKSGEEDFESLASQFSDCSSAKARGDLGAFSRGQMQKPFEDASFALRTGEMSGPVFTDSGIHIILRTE
JMJD2A Tudor: JMJD2A Tudor domain (human) inhibition | O75164 | AlphaScreen JMJD2A-Tudor / H3K4me3 peptide binding | Potency, µM (series often up to 114 µM), for the others: at the top dose activity change, negative = inhibition, hits mostly inhibitors | 390,000 compounds, 4.4% hits | AID 504339; further: potency means the concentration at half of the fitted maximal effect; on the % scale 0 is the no-effect control and ±100 the full control effect; nearly all actives have a fitted effect of over 50% in size
PI4K2A block: inhibitors of human PI4K2A; Q9BTU6; purified PI4K2A, ADP-Glo luminescence, 1 h; hits give low values; activity change, negative = inhibition, % at 76.9 µM; 420,000 compounds, 0.13% hits; AID 1346378; in the data active means activity change below about -50%; inconclusive means mostly about -30% to -49%;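 further: -100% = wells without enzyme as full effect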
Target sequence (Q9BTU6 whole entry, looked up): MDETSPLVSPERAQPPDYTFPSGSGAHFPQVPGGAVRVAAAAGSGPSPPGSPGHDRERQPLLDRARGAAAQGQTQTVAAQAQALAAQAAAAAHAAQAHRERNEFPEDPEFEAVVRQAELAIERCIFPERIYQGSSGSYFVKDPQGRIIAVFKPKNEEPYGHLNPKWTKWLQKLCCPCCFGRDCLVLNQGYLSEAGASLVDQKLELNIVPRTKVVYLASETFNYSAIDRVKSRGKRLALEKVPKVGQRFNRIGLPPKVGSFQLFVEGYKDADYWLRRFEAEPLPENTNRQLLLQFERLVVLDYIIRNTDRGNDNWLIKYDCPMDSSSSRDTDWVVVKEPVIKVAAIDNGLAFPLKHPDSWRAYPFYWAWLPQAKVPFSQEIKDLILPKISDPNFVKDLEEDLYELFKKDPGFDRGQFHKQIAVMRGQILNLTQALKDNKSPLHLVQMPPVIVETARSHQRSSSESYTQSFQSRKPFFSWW
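PI4K2A activity was measured by ADP-Glo luminescence: enzyme (4 ug/mL stock) and phosphatidylinositol (1.2 mM stock) in Tris pH 7.5/MgCl2/EGTA/Triton X-100 buffer were reacted with ATP (300 microM stock) for one hour at ambient temperature.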
GLS inhibitor: glutaminase GLS (human) inhibition | 410,000 compounds, 0.21% hits | AID 624170 | GLS enzymatic activity, qHTS titration | O94925 | Potency, µM (titrated, usually from 45.5 µM), for inactives: at the top dose activity change, negative = inhibition, hits mostly inhibitors; further: potency means the concentration at half of the fitted maximal effect; on the % scale 0 is the no-effect control and ±100 the full control effect
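Compounds were pin-transferred onto hKGA, after which L-glutamine (1 mM solution) and a detection mix of glutamate oxidase, HRP and Amplex Red were added. Initial and 30 min RT fluorescence reads were collected.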
BAZ2B inh: inhibitors of human BAZ2B bromodomain. AlphaScreen BAZ2B-H3K14Ac peptide displacement. Potency, µM (titrated, usually from 114 µM), for the others: at the highest dose activity change, negative = inhibition, most hits filed as inhibitors. 360,000 compounds, 4.4% hits; further: potency means the concentration at half of the fitted maximal effect; on the % scale 0 is the no-effect control and ±100 the full control effect; nearly all actives have a fitted effect of over 60% in size
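AlphaScreen displacement: compounds (up to 110uM) incubated 30 min at room temperature with a preformed 50 nM BAZ2B/50 nM biotinylated H3K14Ac peptide complex in PBS pH 7.4 with Tween-20. Donor and acceptor beads at 10 ug/mL final added, 20 min light-protected before reading.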
POLH inh: inhibitors of human DNA polymerase eta | Potency, µM (doses to about 114 µM), inactives show at the highest dose activity change, negative = inhibition, actives largely listed as inhibitors | Q9Y253 | 390,000 compounds, 1.2% hits | recombinant Pol eta, fluorescent DNA replication assay; further: potency means the concentration at half of the fitted maximal effect; on the % scale 0 is the no-effect control and ±100 the full control effect
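Pol eta at 10 nM preincubated with compounds 15 min at room temperature; reaction started with fluorescent substrate (50 nM final) and read kinetically at 0 and 10 min.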
Starred values were filed as active, the others as inactive; i = inactive; ? = inconclusive; . = not tested or not shown; & = joins results of further samples; [ ] = dose if it differs, or a comment. Unless noted, the call rests on the fitted dose curve; in most records, active means well fitted curve in the direction sought with a large enough effect; inconclusive means small, poorly fitted or top-dose-only effect, or another doubt; inactive means no such curve, though single readings can be large; an effect the other way counts as inactive or inconclusive. Some of the compounds tested; rates above refer to the full screens.

SMILES | G9a inh | HP1b chromo inh | PGK inhibitor | Pin1 inhibitor | JMJD2A Tudor | PI4K2A block | GLS inhibitor | BAZ2B inh | POLH inh
CN1CCc2cc(O)c(O)cc2C(c2ccccc2)C1 (stereo not drawn) | 10.6µM* | -4.8% | 1.3% | 1.4% | -24.5% | -4.2&3.6 | 19.1% | -21.6% | -3.3%
COc1cccc(CC(=S)N2CCOCC2)c1 | -8.5%[59 µM] | 22.1% | 0.3% | -2.8% | -4.1% | 1.9 | 0.5% | -9.4% | -9.5%
CCc1ccc(CN2C(=O)c3ccccc3C2C(=O)NCc2cccnc2)cc1 (stereo not drawn) | -22.5% | 7.1% | -5.8% | -1.4% | -4.2% | 0.1 | 10.0% | 11.5% | -14.0%
CCCCCCCn1c(=O)c(C(=O)OC)c(N)c2ccccc21 | -1.4% | 29.4% | 1.8% | 0.7% | 2.8% | 2.1 | 0.0% | -2.5% | -28.8%
COc1ccc2c(c1)CCc1c(C(=O)Nc3cc(C)n(Cc4ccc(Cl)cc4)n3)noc1-2 | -4.9%[12.7 µM] | 4.2% | -5.9% | 3.8% | -8.6% | -4.6 | 0.2% | 5.3% | 6.7%
CC(CNC(=O)Cn1ccc(NC(=O)OCc2ccccc2)nc1=O)c1ccccc1 (stereo not drawn) | 9.8%[0.501 µM] | 36.5% | -2.1% | -2.6% | -2.1% | 5.3 | -7.4% | 1.5% | -9.8%
Cn1c2ccccc2c2ncn(CCC3=CCCCC3)c(=O)c21 | 42.4% | 39.8%[activator] | -0.4% | 1.0% | 26.9% | -4.9 | 5.1% | 12.8% | -7.8%
COc1ccc(COC(=O)CCNC(=O)c2ccc(Cl)cc2)cc1 | 2.0%[59 µM] | 9.8% | -2.5% | -4.6% | -8.2% | -1.9 | 1.2% | 6.7% | -15.2%
Cc1ccc(S(=O)(=O)N(C)CC(=O)Nc2ncccc2C)cc1 | -21.3% | 16.2% | -6.8% | 7.3% | -4.1% | 2.9 | 7.6% | -0.9% | -3.6%
O=[N+]([O-])c1cc(S(=O)(=O)N2CCOCC2)ccc1NS(=O)(=O)c1ccccc1 | . | 30.6% | 1.6% | 1.8% | -10.3% | -2.7 | -8.9% | . | 6.4%
COc1ccc(/C=N/Nc2cc(N3CCOCC3)ncn2)c(OC)c1 | . | 46.3%[activator] | 5.7% | 3.0% | -15.8% | -2.9 | 18.5% | 4.6% | -1.2%
COC1=Cc2c(ccc3ccc(=O)oc23)OC1(C)C | -16.7%[2.33 µM] | 45.9%[activator] | -6.2% | 0.3% | 21.1% | 6.0 | . | ? | -15.8%
Cc1csc2nc(COc3ccc(NC(=O)c4ccccc4F)cc3)cc(=O)n12 | ? | 41.7%[activator] | -4.6% | 20.9% | -35.1% | -9.8 | -12.7% | -24.0% | ?
O=C(Cn1c(=O)n(CCCCC(=O)NC2CCCC2)c(=O)c2ccccc21)NCCC1=CCCCC1 | -20.6%[59 µM] | 27.7% | -4.9% | ? | -2.9% | -2.0 | -5.0% | -34.1% | 6.0%
Cc1cccc(-n2[nH]c(C)c(C=Nc3ccc4[nH]c(=O)[nH]c4c3)c2=O)c1 | -7.3% | -0.7% | -1.6% | ? | -9.6% | 3.8 | -1.6% | -25.5% | -3.5%
COC(=O)c1cc(-c2c(C)nn(-c3ccccc3)c2C)n[nH]1 | 11.1%[12.7 µM] | 25.9% | 2.0% | 0.4% | 3.3% | -2.3 | 9.0% | 9.1% | -14.1%
COC(=O)Cn1cnc2c(Cl)nc(F)nc21 | . | 55.1%[activator] | -5.7% | -5.0% | -6.8% | -3.4 | -2.6% | . | -4.3%
CCN(c1ccccc1)S(=O)(=O)c1cc2c(cc1C)n(C)c(=O)c(=O)n2C | . | 37.4% | -5.1% | -2.8% | -1.4% | 1.5 | -1.6% | 4.2% | -20.6%
Cc1csc2nc(COC(=O)COc3ccccc3F)cc(=O)n12 | 7.8%[59 µM] | -20.9% | -0.6% | -4.9% | -13.0% | 2.0 | 0.2% | -1.0% | -8.4%
Cc1ccc(C)c(NC(=O)C2CCCC2)c1 | . | 28.1% | -10.9% | -5.2% | -12.3% | -2.2 | 1.9% | . | -19.6%
CCOc1ccc(C(=O)Nc2ccc3nc(SCC(=O)N(C)c4ccccc4)sc3c2)cc1 | -4.4%[59 µM] | 12.1% | -1.8% | 27.1% | -22.5% | 3.7 | 0.2% | -6.6% | 13.8%
Cc1nn2c(N3CCN(C4CCCC4)CC3)cc(C(C)(C)C)nc2c1-c1ccccc1 | 6.5%[59 µM] | 22.8% | -2.0% | -3.5% | -16.9% | 0.1 | -14.7% | -2.7% | 5.8%
Cc1cc(OCC(=O)OCC(=O)c2c(N)n(C)c(=O)n(C)c2=O)ccc1Cl | -13.5%[2.33 µM] | 22.2% | 0.0% | -6.4% | -17.4% | 5.2 | 15.5% | 4.1% | -1.7%
COc1ccccc1N1C(=O)[C@@H]2C(C(=O)CN3C(=O)c4ccccc4C3=O)=NN[C@@H]2C1=O | 42.3% | 27.7% | 3.9% | 2.3% | 0.7% | 1.0 | -6.6% | -18.4% | -8.8%
COc1ccccc1C(CNC(=O)CN1C(=O)NC(C)(c2ccc3ccccc3c2)C1=O)N1CCCC1 (stereo not drawn) | . | 24.4% | -10.2% | 3.7% | -22.7% | -0.1 | 9.8% | . | -5.8%
(list continues)
SMILES | G9a inh | HP1b chromo inh | PGK inhibitor | Pin1 inhibitor | JMJD2A Tudor | PI4K2A block | GLS inhibitor | BAZ2B inh | POLH inh
COc1ccc2c(c1)c(=O)oc1cc3occ(C(C)(C)C)c3cc12 | -10.4%[59 µM] | 4.9% | 3.7% | 0.5% | -7.6% | 2.2 | 0.8% | -6.6% | ?
Cc1cc(C(F)(F)F)nc(NNc2nc(C)cc(C(F)(F)F)n2)n1 | . | . | -1.5% | . | . | -1.2 | 0.8% | . | -10.6%
CCOC(=O)c1cnn(-c2ccc(F)cc2)c1N | 8.7%[12.7 µM] | 32.8% | -10.6% | 0.7% | -7.9% | -3.5 | 1.7% | 0.0% | -7.0%
Cc1cccc(NC(=O)CSc2nc(=O)n(Cc3ccco3)c3c2CCC3)c1C | 11.8%[59 µM] | 18.3% | 0.7% | -2.7% | -9.1% | 0.6 | 2.0% | -20.4% | -10.7%
O=C(CSC1=NS(=O)(=O)c2ccccc2N1)Nc1cccc(F)c1 | -6.2%[2.33 µM] | 11.8% | -0.1% | -1.1% | -16.9% | -0.5 | 11.6% | 8.7% | 2.9%
COc1ccc(NC2CCCN(C(=O)c3oc(C)cc3C)C2)cc1OC (stereo not drawn) | 16.8% | -5.9% | -3.3% | -9.7% | -21.9% | -1.8 | 32.5%[activator] | -19.6% | 2.7%
Cn1c(C(=O)N2COCC2(C)C)cc2c(=O)n3ccccc3nc21 | 8.6% | -2.9% | -7.7% | -5.6% | -8.7%[57.1 µM] | 1.9 | -8.9% | -3.2% | -13.8%
O=S(=O)(NCc1ccccc1)c1ccc(S(=O)(=O)N(Cc2ccccn2)Cc2ccco2)cc1 | -7.4%[59 µM] | 6.4% | -9.2% | 3.2% | -3.5% | -1.5 | 13.7% | -19.3% | -3.1%
CC(C)c1ccc(C(=O)NCCCN2CCN(CCCNC(=O)c3ccc(C(C)C)cc3)CC2)cc1 | -15.7%[59 µM] | 18.0% | -4.0% | 3.1% | -32.4% | 0.8 | 1.2% | -9.8% | -22.4%
O=C1NC[C@H](Cc2ccccc2)N(C[C@H]2CCCN2C[C@H](Cc2ccc(O)cc2)N2C[C@H](Cc3ccc(O)cc3)N(CC3CCCCCC3)C(=O)C2=O)C1=O | . | 14.3% | -3.7% | 6.3% | ? | -0.3 | 26.8% | . | -3.8%
Cc1cccc(NC(=S)N2CCC(C(=O)c3ccc(F)cc3)CC2)c1C | 54.1%[activator][59 µM] | 56.3%[activator] | . | 0.0% | -16.6% | 0.2 | 4.0% | -2.5% | -8.9%
Cn1c(CNC(=O)C(Cc2ccccc2)NC(=O)c2ccccc2)cc(=O)n(C)c1=O (stereo not drawn) | 22.0%[59 µM] | 81.7%[activator] | i | -8.9% | 6.0% | -3.3 | -3.1% | -3.4% | -9.5%
CNc1nc(OCC(F)(F)F)nc(OCC(F)(F)F)n1 | . | 22.4% | -2.6% | 0.8% | -7.7% | 0.2 | 1.1% | . | -14.0%
Cc1nc(C#N)c(N/N=C/c2cccc(Cl)c2)o1 | 0.1% | 19.3% | -10.8% | 7.2% | ? | 2.4 | 22.8% | -11.1% | -20.8%
O=C(Nc1ccccc1)c1ccc2ccccc2n1 | -1.4% | 25.8% | -11.8% | 1.5% | -7.9% | 3.4 | 0.2% | -16.1% | -1.5%
COCCN1C(=O)c2[nH]nc(-c3c(C)cc(C)cc3O)c2C1c1cccc(O)c1 (stereo not drawn) | -11.4%[59 µM] | 49.4%[activator] | . | -12.4% | -15.7% | -4.8 | 5.7% | -4.7% | .
COc1ccc(-c2cccc(C3CC=CC4C3C(=O)N(Cc3ccccc3)C4c3ccc4ccccc4c3)c2)cc1 (stereo not drawn) | 16.7%[59 µM] | 45.7%&20.3%[activator] | 5.3% | 19.2%&17.4% | -11.7%&-11.9% | -1.0 | 0.1% | -9.0% | -15.4%
Cc1cccc(NC(=O)c2cc3n(n2)C(C(F)(F)F)CC(c2ccc4c(c2)OCO4)N3)c1 (stereo not drawn) | -3.2%[12.7 µM] | 21.4% | -7.9% | 8.1% | -21.2% | 2.2 | 5.5% | -3.4% | -15.6%
